Assay outcomes from PubChem.
GSTO1 inh – GSTO1 inhibition, counter-screen for RBBP9 inhibitors | inhibition, % at 5.96 µM | AID 1974 | recombinant GSTO1, activity-based probe fluorescence polarization | P78417 | actives 1.1% (n = 300,000);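 active = inhibition above the campaign mean inhibition plus 3 SD, cut at about 35% in these data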;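 also: 0% = GSTO1-1 with DMSO and 100% = wells lacking GSTO1-1 enzyme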
PAFAH1B2 inh – PAFAH1B2 (human) inhibition; recombinant PAFAH1B2, FP-rhodamine activity probe, fluorescence polarization; inhibition, % at 3.39 µM; actives 1.2% (n = 340,000); AID 492953;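 active = inhibition above the mean of all tested compounds plus 3 SD, cut at about 24% in these data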;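 also: 0% = enzyme with DMSO and 100% = wells lacking PAFAH1B2; many of its hits are not listed in these tables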
Target sequence (P68402 whole entry, looked up): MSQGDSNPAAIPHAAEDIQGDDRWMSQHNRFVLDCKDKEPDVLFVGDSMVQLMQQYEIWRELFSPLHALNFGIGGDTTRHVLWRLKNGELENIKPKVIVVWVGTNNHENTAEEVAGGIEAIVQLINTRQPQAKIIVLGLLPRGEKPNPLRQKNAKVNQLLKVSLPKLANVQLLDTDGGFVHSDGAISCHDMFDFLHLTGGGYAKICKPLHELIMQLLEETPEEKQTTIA
PAFAH1B3 inh – inhibitors of human PAFAH1B3 | recombinant PAFAH1B3, FP-rhodamine probe, fluorescence polarization | inhibition, % at 3.39 µM | actives 0.28% (n = 340,000) | AID 492972;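 active = inhibition above the screen-wide average of all tested compounds plus 3 SD, cut at about 25% in these data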;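 also: 0% = enzyme with DMSO only and 100% = wells lacking PAFAH1B3 protein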
Target sequence (Q15102 whole entry, looked up): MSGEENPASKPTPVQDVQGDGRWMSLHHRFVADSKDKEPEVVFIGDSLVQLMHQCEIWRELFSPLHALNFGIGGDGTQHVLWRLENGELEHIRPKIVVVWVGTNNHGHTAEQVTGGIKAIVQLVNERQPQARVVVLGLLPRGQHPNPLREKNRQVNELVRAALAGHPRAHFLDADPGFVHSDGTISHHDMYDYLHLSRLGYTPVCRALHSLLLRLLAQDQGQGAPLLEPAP
PAD4 inh – inhibitors of human PAD4; recombinant PAD4, RCA probe fluorescence polarization; inhibition, % at 6.36 µM; actives 0.41% (n = 330,000);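 active = percent inhibition above a cutoff equal to the mean of all tested compounds plus 3 SD, cut at about 15% in these data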;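 also: 0% = PAD4 with RCA probe and DMSO and 100% = probe without PAD4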
PREPL inh – inhibitors of human prolyl oligopeptidase-like enzyme PREPL | inhibition, % at 5.96 µM | recombinant PREPL, fluorescence polarization activity-based probe | actives 0.68% (n = 320,000); in the data active = inhibition above about 43%;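 also: 0% = enzyme with DMSO and 100% = wells lacking enzyme; many of its hits are not listed in these tables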
LYPLA1 counter – counter-screen for PME1 inhibitors: inhibitors of human LYPLA1; recombinant LYPLA1, FP-Rh probe fluorescence polarization; inhibition, % at 5.9 µM; actives 0.16% (n = 320,000); O75608;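 active = inhibition above the mean of all tested compounds plus 3 SD, set per campaign, cut at about 14% in these data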;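 also: inhibitors block serine hydrolase probe labeling of LYPLA1 so polarization falls; 0% = enzyme with DMSO and 100% = wells lacking LYPLA1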
pPAFAH inh – pPAFAH (human) enzyme inhibition. recombinant pPAFAH, FP-rhodamine probe fluorescence polarization. inhibition, % at 3.39 µM. actives 1.5% (n = 330,000). AID 463082;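 active = inhibition above the mean inhibition across the screen plus 3 SD, cut at about 25% in these data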;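 also: inhibitors block binding of the rhodamine activity-based probe so polarization drops; 0% = enzyme with DMSO and 100% = wells lacking pPAFAH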
PME-1 inh – PME-1 (human) inhibition; AID 2130; inhibition, % at 5.9 µM; recombinant PME-1, FP-Rh probe fluorescence polarization; actives 0.53% (n = 320,000); Q9Y570;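 active = inhibition above the campaign mean of all compounds plus 3 SD, cut at about 26% in these data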;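 also: competitive labeling of PME-1 active site by serine hydrolase directed probe; 0% = PME-1 with DMSO and 100% = wells lacking PME-1 enzyme; inhibitors block probe labeling so polarization falls and inhibition rises; many of its hits are not listed in these tables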
Target sequence (Q9Y570 whole entry, looked up): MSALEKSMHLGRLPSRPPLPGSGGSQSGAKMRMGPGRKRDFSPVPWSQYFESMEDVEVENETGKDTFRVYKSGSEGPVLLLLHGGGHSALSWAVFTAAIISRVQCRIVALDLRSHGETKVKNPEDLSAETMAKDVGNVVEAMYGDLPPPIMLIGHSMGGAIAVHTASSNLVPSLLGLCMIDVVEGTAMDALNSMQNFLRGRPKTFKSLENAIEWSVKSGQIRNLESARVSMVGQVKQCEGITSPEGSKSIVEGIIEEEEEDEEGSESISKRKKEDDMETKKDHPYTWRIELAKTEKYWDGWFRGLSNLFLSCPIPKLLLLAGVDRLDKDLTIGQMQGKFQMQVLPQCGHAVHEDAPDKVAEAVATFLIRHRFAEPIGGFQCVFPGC
LYPLA2 inh – LYPLA2 (human) inhibition in PME1 counter-screen; recombinant LYPLA2, FP-Rh probe fluorescence polarization; inhibition, % at 5.9 µM; actives 0.38% (n = 320,000); AID 2177;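 active = inhibition above the screen-wide mean plus 3 SD, limit set per campaign, cut at about 26% in these data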;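 also: 0% = LYPLA2 with DMSO and 100% = wells lacking LYPLA2 enzyme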
Target sequence (O95372 whole entry, looked up): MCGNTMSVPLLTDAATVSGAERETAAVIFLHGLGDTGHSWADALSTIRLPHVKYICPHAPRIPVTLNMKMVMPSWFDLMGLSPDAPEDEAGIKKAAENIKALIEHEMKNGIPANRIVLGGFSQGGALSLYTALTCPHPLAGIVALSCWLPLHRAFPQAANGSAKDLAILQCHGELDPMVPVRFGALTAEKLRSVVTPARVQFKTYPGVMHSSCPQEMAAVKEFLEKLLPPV
Active calls of the source: *; / = no result given.

SMILES | GSTO1 inh | PAFAH1B2 inh | PAFAH1B3 inh | PAD4 inh | PREPL inh | LYPLA1 counter | pPAFAH inh | PME-1 inh | LYPLA2 inh
Oc1ccc(Br)cc1CNn1cnnc1 | 4 | 5 | 7 | -1 | 21 | 2 | 7 | 0 | 3
C/C(CC(=O)N1CCN(C=O)CC1)=N\NC(=O)c1cc2ccccc2cc1O | 30 | 5 | 13 | -10 | 16 | -1 | 54* | 19 | 5
COc1ccc([C@@H]2Sc3ccccc3N(CCN(C)C)C(=O)[C@@H]2OC(C)=O)cc1 | 11 | -2 | 12 | 1 | 18 | 1 | 0 | 1 | 4
O=C(O)c1ccccc1SC1CC(=O)N(c2ccccc2)C1=O (centres undefined) | 12 | -1 | -8 | 6 | -4 | 4 | 4 | 2 | 9
CC(C)(C)OC(=O)NCCCC[C@H](NC(=O)c1nc[nH]c1C(=O)N1CCN(C(=O)OC(C)(C)C)CC1)C(=O)OC(C)(C)C | 1 | 5 | 3 | -1 | 1 | 0 | -4 | -10 | -1
CCCC(=O)Nc1c(-c2cccc(OC)c2)c(=O)c2ccccc2n1C | -7 | 4 | 2 | 4 | 23 | -5 | -5 | 3 | 3
Cc1nc2ccccc2n1CC(=O)c1ccc(O)c(O)c1 | / | 2 | 13 | 5 | 2 | 0 | 23 | 0 | -2
COc1cc(NC(=O)CCc2nc(-c3cccs3)no2)cc(OC)c1OC | 1 | 2 | 9 | -3 | 2 | -4 | 4 | -1 | -3
COc1ccccc1Oc1ccc(S(=O)(=O)Nc2cccnc2)cc1 | -3 | 1 | 1 | 3 | -3 | -1 | 8 | 0 | -1
CCCCC12CN3CCN(CC(C3)/C1=N\NC(=O)Nc1ccccc1)C2 | 0 | 0 | 1 | 0 | -7 | -3 | 0 | -2 | 1
CC1CCc2sc(C(=O)OCC(=O)NCc3ccccc3)cc2C1 (centres undefined) | 3 | 3 | 8 | -7 | 6 | -5 | 9 | -3 | -2
O=C(CSc1nccn(-c2ccc(Br)cc2)c1=O)Nc1ccccc1F | -3 | -7 | -3 | 2 | -2 | -6 | 2 | -2 | -17
O=C(Cc1c(F)cccc1Cl)NNC(=S)Nc1ccc(S(=O)(=O)Nc2ncccn2)cc1 | -1 | 6 | -5 | -2 | 2 | 3 | -1 | -6 | -4
COc1ccc2cc(CO)n(C)c2c1 | / | 1 | 1 | -4 | 20 | -1 | 3 | 4 | -2
N#C/C(=C/c1cccs1)c1nc2ccccc2[nH]1 | -12 | 6 | 3 | -4 | -4 | 2 | -6 | -12 | 1
O=C(Oc1ccc(C(=S)N2CCOCC2)cc1)c1ccccc1 | -4 | 0 | -2 | 12 | 2 | 1 | 0 | 0 | 8
c1ccc(CCSc2ncnc3nc[nH]c23)cc1 | 3 | 9 | 4 | 2 | 8 | 5 | 3 | -2 | 4
CCNC(=S)N/N=C/c1cc(C)ccc1C | -4 | -2 | 3 | 1 | -4 | -2 | 0 | -3 | -1
COC(=O)Cc1c(C)nc(SCc2ccccc2)[nH]c1=O | 7 | 3 | 8 | -2 | -5 | -2 | 4 | -3 | -4
COC(=O)C(NC(C)=O)(Nc1cccc(C)n1)C(F)(F)F (centres undefined) | 3 | 10 | 1 | -3 | -4 | 2 | 4 | 7 | 1
CC1CCN(c2ccc(/C=N\Nc3nncn3N)cc2[N+](=O)[O-])CC1 | 18 | 9 | 7 | 30* | 6 | -1 | 3 | 10 | 5
O=C(N/N=C/c1cc(Cl)ccc1O)c1ccc(Br)cc1 | -7 | 4 | 24 | -4 | 5 | -14 | 17 | -27 | -22
CCOc1ccc(CN(C)CC(=O)NCc2ccc(F)cc2)cc1 | -1 | 9 | -3 | -1 | -5 | 2 | 1 | 4 | 0
c1ccc(-n2ncc3c(N4CCN(c5ccccn5)CC4)nc(N4CCCCCC4)nc32)cc1 | -4 | 5 | 3 | -2 | 10 | 0 | 9 | -1 | 5
CCOC(=O)c1c(C)[nH]c(C(=O)OCC(=O)N(C)C2CCS(=O)(=O)C2)c1C (centres undefined) | -3 | 5 | 2 | -1 | -8 | 0 | -6 | -1 | -3
CC(C)(C)NS(=O)(=O)c1ccc2[nH]c3c(c2c1)CCCCC3 | 15 | 6 | 0 | 3 | -1 | 1 | 13 | 1 | 8
O=C(NC1CCCCC1)C1CCN(S(=O)(=O)N2CCCCCC2)CC1 | 2 | 4 | 1 | 6 | 5 | -2 | 6 | -1 | 10
O=C(NCc1cn2ccccc2n1)c1ccccc1 | 3 | -1 | -7 | 9 | -1 | -1 | 1 | -2 | -2
O=C(Nc1ccc(Br)cc1Cl)NC1CC1 | 1 | 0 | 1 | -1 | -11 | 1 | 3 | 4 | 0
COc1cc2cc(CN(Cc3cccnc3)C(=O)NCc3ccccc3)c(=O)[nH]c2cc1OC | 7 | 3 | 13 | 1 | -3 | -2 | 6 | -6 | -3
Cc1noc(C)c1COc1ccccc1C(=O)N(C)CC(=O)Nc1ccc(F)c(F)c1F | / | -3 | 3 | -2 | 9 | 1 | -1 | -3 | 0
O=C(Cn1c2ccccc2c2nc3n(c(=O)c21)CCCS3)Nc1ccccc1 | 3 | 2 | 5 | 1 | 4 | -3 | 7 | 0 | 6
COc1ccc(N(CC(=O)Nc2cc(Cl)ccc2OC)S(=O)(=O)c2c(C)noc2C)cc1 | -3 | 5 | 9 | -6 | -9 | -6 | -1 | -3 | -11
COc1ccc2oc(C(=O)NCC(Cc3ccccc3)N(C)C)c(C)c2c1 (centres undefined) | -6 | 1 | 7 | -1 | 9 | -3 | 5 | 2 | -8
NS(=O)(=O)c1ccc(NC(=O)Nc2ccc(C(F)(F)F)cc2)cc1 | -33 | / | / | -5 | 6 | -27 | -4 | -33 | -39
CC1(C)CC(=O)C2=C(C1)OC(N)=C(C#N)C2c1cc2c(cc1[N+](=O)[O-])OCO2 (centres undefined) | 22 | 8 | -10 | -5 | 5 | 1 | 12 | 7 | 3

Laid out differently: three of the compounds above.
molecule	GSTO1 inh	PAFAH1B2 inh	PAFAH1B3 inh	PAD4 inh	PREPL inh	LYPLA1 counter	pPAFAH inh	PME-1 inh	LYPLA2 inh
Cc1noc(C)c1COc1ccccc1C(=O)N(C)CC(=O)Nc1ccc(F)c(F)c1F	/	-3	3	-2	9	1	-1	-3	0
O=C(Cn1c2ccccc2c2nc3n(c(=O)c21)CCCS3)Nc1ccccc1	3	2	5	1	4	-3	7	0	6
COc1ccc(N(CC(=O)Nc2cc(Cl)ccc2OC)S(=O)(=O)c2c(C)noc2C)cc1	-3	5	9	-6	-9	-6	-1	-3	-11

Following part
SMILES | GSTO1 inh | PAFAH1B2 inh | PAFAH1B3 inh | PAD4 inh | PREPL inh | LYPLA1 counter | pPAFAH inh | PME-1 inh | LYPLA2 inh
COc1ccc(NC(=S)c2ccc(N(C)C)cc2)cc1 | -16 | 4 | 12 | -4 | 2 | -2 | 5 | -8 | -1
CCc1ccc(OCC(=O)NC(C)(C)C)cc1 | 1 | -3 | -8 | -2 | -1 | -3 | 5 | -5 | -4
COC(=O)CN(n1cnnc1)S(=O)(=O)c1ccccc1 | 1 | 5 | 10 | -4 | 20 | 0 | 0 | 6 | 7
NCCCCCC(=O)N/N=C/c1ccc2nccnc2c1 | -3 | 3 | 5 | -4 | 5 | -3 | 2 | 3 | -1
O=C(O)c1ccccc1C(=O)c1ccc(N2CCCC2)c([N+](=O)[O-])c1 | 1 | 4 | 4 | -6 | 7 | 1 | 0 | 2 | -6
Oc1ccc(-c2nccc(-c3ccc(Cl)cc3)n2)cc1 | -7 | 4 | -5 | -6 | -7 | -14 | -2 | -10 | -14
Cc1ccc(CS(=O)(=O)CCC(=O)NCC2CCCO2)cc1 (centres undefined) | 5 | 0 | 4 | -2 | -2 | 0 | 2 | 2 | -2
O=C(CCNC(=O)c1ccc(Cl)cc1)NC1CCCc2ccccc21 (centres undefined) | / | 4 | 10 | 2 | -4 | 1 | 5 | 4 | 0
Cc1ccc(NC(=O)C2CC(=O)n3ncnc3N2)cc1C (centres undefined) | -4 | 2 | -5 | -1 | -5 | 1 | 3 | 4 | 1
CC(=O)N1CCN(c2ccc(S(=O)(=O)NCCN(C(C)C)C(C)C)cc2[N+](=O)[O-])CC1 | 2 | -9 | 4 | 2 | 0 | -3 | 4 | 1 | -3
O=S(=O)(c1cnc[nH]1)N1CCN(c2ccccc2)CC1 | -2 | 6 | 6 | 1 | 1 | 4 | 4 | -2 | 3
CCC(C)CCN1C(N(C)C)=NC[C@@H]1C (some centres undefined) | 2 | 7 | 10 | -1 | 0 | 1 | 3 | 0 | -1
CCCCN(CC)C(=O)c1ccc(-c2ccccc2)cc1 | 2 | 1 | 1 | -7 | 6 | 1 | 7 | 5 | 1
Cc1cccc(C)c1NC(=O)C(NC=O)c1ccc(Cl)cc1 (centres undefined) | -4 | 2 | -3 | -5 | -5 | 0 | 0 | -2 | -4
COc1c(Cl)cc(Cl)cc1C(=O)n1nc(C)cc1C | 1 | 5 | 6 | 1 | 8 | -1 | 4 | -2 | 1
Cc1cc(C)c(C#N)c(SC2CCCCC2=O)n1 (centres undefined) | -5 | 0 | 5 | -5 | 11 | -2 | -11 | -2 | 1
Clc1ccc(CSc2nncn2-c2ccc3c(c2)OCCO3)cc1 | 2 | 8 | 8 | 4 | 6 | 5 | 4 | -2 | 1
O=C(CN1C(=O)NC2(CCOc3ccccc32)C1=O)Nc1ccc(F)c(F)c1F (centres undefined) | 4 | 1 | 1 | -3 | 11 | 2 | -2 | 2 | 1
Cc1csc(NC(=O)c2cc([N+](=O)[O-])cc([N+](=O)[O-])c2)n1 | 9 | -3 | -1 | 1 | 4 | 4 | 1 | -2 | -9
O=C(O)CC1(CC(=O)Nc2ccc3c(c2)OCCCO3)CCCCC1 | -23 | 7 | -5 | 4 | -1 | -2 | 4 | 2 | -5
CC1CN(C(c2ccco2)c2sc3ncnn3c2O)CC(C)O1 (centres undefined) | 2 | 4 | -4 | -4 | -12 | 0 | 1 | -5 | -3
COC(=O)COc1ccc(S(=O)(=O)N2CCN(c3ccccc3F)CC2)cc1 | 10 | -3 | 13 | 2 | -51 | 4 | -1 | 3 | 5
Cc1ccc(S(=O)(=O)c2nc(-c3cccs3)oc2N2CCC(C(N)=O)CC2)cc1 | / | -1 | 6 | 2 | 12 | / | -3 | / | /
CC(C)(C)c1ccc(C(=O)N/C(N)=N/c2nc3ccccc3o2)cc1 | 4 | 1 | 7 | -6 | 6 | -2 | -6 | 1 | -2
N#Cc1nc(Cc2ccccc2)oc1N1CCC(C(N)=O)CC1 | 6 | 4 | 4 | -1 | 6 | 2 | 2 | 3 | 5
FC(F)(F)c1nnc2ccc(Sc3ccccn3)nn12 | 3 | 0 | -7 | 0 | 18 | -2 | 0 | -4 | 3
Cc1ccc(OCC(=O)N2CCc3ccccc3C2)cc1 | 14 | 2 | -1 | 1 | -15 | -3 | 0 | -4 | 0
CCOc1cc(C2C3=C(CC(C)(C)CC3=O)N(CCOC)C3=C2C(=O)CC(C)(C)C3)ccc1OC | 2 | 5 | 7 | -1 | -1 | -1 | 6 | -5 | 2
O=C(OCC(O)C(O)COC(=O)c1ccccc1)c1ccccc1 (centres undefined) | 1 | 3 | 4 | -5 | -5 | 0 | 12 | -5 | 1
COC(=O)CCC(=O)NC(=S)Nc1c(C)cccc1C | -3 | -1 | 5 | 1 | 20 | -2 | -1 | -5 | 2
CC(C)c1ccc(OCc2cccc(C(=O)N/N=C/c3cccnc3)c2)cc1 | -66 | -10 | -17 | -8 | -8 | -31 | -34 | -49 | -39
CCCc1cc(NC(=O)COC(=O)c2ccc(O)cc2O)n(-c2ccccc2)n1 | / | 0 | 2 | 3 | 18 | / | 1 | / | /

Some of the compounds tested, so the mix of outcomes need not match the whole.
